Peg3 prom inh – Peg3 promoter-driven luciferase inhibitors, primary screen, cell-based, HeLa, luciferase luminescence | HeLa PEG-Prom luciferase reporter, overnight | 360,000 compounds, 1.7% hits | AID 588405, 2011 | inhibition, % at 20 µM;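 active = inhibition of at least 50% at 20 µM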
CF NFkB block – inhibitors of PAF-induced NF-kB signaling, primary screen, cell-based, GFP fluorescence, uHTS. KKLEB NF-kB-GFP reporter, GFP fluorescence overnight. inhibition, % at 5 µM. 360,000 compounds, 0.86% hits;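 active = at least 50% inhibition at 5 µM, scaled per plate between neutral and stimulator controls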;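 also: PAF is a Pseudomonas aeruginosa culture filtrate used as stimulus; plate controls were PAF-stimulated DMSO wells for no effect and unstimulated DMSO wells for full effect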
Shn3 inh set2 – reduction of Shn3 3'UTR firefly luciferase signal, primary screen, Schnurri-3 inhibitor project, cell-based, Clone20 osteoblasts, set 2; 360,000 compounds, 0.52% hits; inhibition, % at 12.5 µM; Clone20 osteoblast Shn3 3'UTR firefly luciferase, 24 h; AID 588674, 2011;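 active = mean inhibition of at least 75% with every replicate also reaching 75%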;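 also: 0% = median of neutral control wells and 100% = pilot-screen positive control compound; some compounds past the cut are filed as inactive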
TRAIL sens C8 – viability loss with TRAIL in NB7+C8 cells, primary screen, TRAIL sensitizer project, cell-based, ATPlite luminescence; inhibition (viability loss, TRAIL sensitization), % at 10 µM; 360,000 compounds, 1% hits;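 active = compounds causing at least 50% loss of cell viability in the single-dose screen, relative to plate controls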
NR2E3 ag-1 – inhibitors of NR2E3-RetCOR corepressor binding, primary screen, NR2E3 agonist project, biochemical, TR-FRET, GST-NR2E3, biotin-RetCOR; AID 2300, 2010; 320,000 compounds, 0.12% hits; 1536-well; Photoreceptor-specific nuclear receptor (Homo sapiens), Q9Y5X4; inhibition of corepressor binding, % at 4.78 µM;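 active = percent inhibition above the cutoff of mean plus 3 SD of all tested compounds, set per screening campaign, cut at about 20% in these data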;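 also: 0% = DMSO wells and 100% = biotin wells as full block of FRET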
Target sequence (Q9Y5X4 whole entry, looked up): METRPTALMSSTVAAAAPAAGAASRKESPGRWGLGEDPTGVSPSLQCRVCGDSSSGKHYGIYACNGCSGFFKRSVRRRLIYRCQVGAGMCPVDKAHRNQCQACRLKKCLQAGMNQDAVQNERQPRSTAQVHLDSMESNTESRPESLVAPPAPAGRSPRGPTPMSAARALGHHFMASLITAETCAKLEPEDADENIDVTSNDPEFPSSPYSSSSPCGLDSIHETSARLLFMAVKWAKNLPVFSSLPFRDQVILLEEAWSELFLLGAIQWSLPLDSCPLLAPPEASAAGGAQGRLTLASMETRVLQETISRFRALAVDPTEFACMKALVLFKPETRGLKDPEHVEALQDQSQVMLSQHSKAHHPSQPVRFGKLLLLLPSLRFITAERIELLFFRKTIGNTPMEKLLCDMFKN
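Material: NR2E3–RetCOR corepressor complex / Incubation: Compound–protein incubation for 5 h at 4 °C / Dosing: compound at 4.8 µM, single dose / Detection: time-resolved FRET / Benchmarks: high control biotin, low control 0.6% DMSO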
LMP1 NFkB inh – EBV LMP1-driven NF-kappaB luciferase reporter inhibitors, primary screen, cell-based, luminescence, single point. 350,000 compounds, 0.69% hits. LMP1-induced NF-kappaB luciferase reporter cells. AID 504558, 2011. inhibition, % at 12.5 µM; in the data active = inhibition above about 41%;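 also: 0% = neutral control wells and 100% = reference inhibitor control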
MITF TRPM1 inh – inhibitors of MITF-dependent TRPM1 promoter reporter, primary screen, cell-based, SK-MEL-5, single point, luciferase. SK-MEL-5 TRPM1 promoter luciferase, 24 h. inhibition, % at 12.5 µM. 330,000 compounds, 0.83% hits;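 active = mean inhibition across replicates of 60% or more, whatever share of single replicates reaches that level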; also: values of inactives mirror those of a sister screen read the other way
NR2E3 ag-2 – NR2E3 agonists in two-hybrid cells, primary screen, cell-based, luminescence, CHO-S, Gal4-NCOR/VP16-NR2E3; Photoreceptor-specific nuclear receptor (Homo sapiens), Q9Y5X4; luciferase; inhibition of corepressor binding, % at 3.98 µM; 360,000 compounds, 0.35% hits; AID 602229, 2012;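 active = inhibition above the mean of all tested compounds plus 3 SD, cut at about 70% in these data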;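 also: 0% = DMSO with NR2E3 transfected cells and 100% = cells lacking NR2E3 construct; higher means lower luciferase signal from less NR2E3 corepressor binding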
iPSC survival up – enhancers of single-cell hiPSC survival, primary screen, ATPlite luminescence; 100% = ROCK inhibitor wells, 0% = DMSO; survival enhancement, % at 20 µM; 360,000 compounds, 0.044% hits; AID 602274, 2012; in the data active = survival enhancement above about 18%;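 also: cells exposed to compounds for 16 hours before the ATP read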
HIF-2a block – HIF-2a reporter inhibitors, primary screen, luminescence, 786-0 RCC cells; 786-0 RCC cells HIF-2a reporter, luciferase luminescence, overnight; inhibition, % at 18.8 µM; 360,000 compounds, 0.72% hits;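 active = inhibition of the luminescence signal of 40% or more relative to plate controls, in a single-dose primary screen at 18.75 µM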
KKLEB tox – cytotoxicity in KKLEB CF airway cells, primary screen, cytotoxicity control for CF NF-kB inhibitor project, cell-based, uHTS, fluorescence assay plates | KKLEB CF airway cells viability, ATPlite luminescence, overnight; active compounds read low; cells stimulated with P. aeruginosa culture filtrate | activity change (cytotoxicity), % at 5 µM | 360,000 compounds, 0.36% hits | AID 602141, 2011;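 active = corrected activity change at or below -50% at 5 µM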
Numbers without * were called inactive; / = no result given. Some of the compounds tested, so the mix of outcomes need not match the whole.

SMILES	TRAIL sens C8	CF NFkB block	Shn3 inh set2	iPSC survival up	HIF-2a block	KKLEB tox	LMP1 NFkB inh	NR2E3 ag-1	Peg3 prom inh	MITF TRPM1 inh	NR2E3 ag-2
Cc1cccc(C)c1OCCNC(=O)C(=O)NCc1ccco1	-8	20	-1	2.5	6	-9	-5	-1	4	23	10
COCCNC(=O)C(c1ccccc1C)N(CCOC)C(=O)Cn1nnc2ccccc21 (stereo unspecified)	8	4	1	-0.2	8	6	-5	-3	-6	-4	-7
CCOC(=O)C1CCCN(C(=O)Cc2ccc(OC)c(OC)c2)CC1 (stereo unspecified)	-16	6	9	1.6	8	5	/	/	13	/	32
O=C(CSc1n[nH]c(-c2ccncc2)n1)Nc1ccccc1C(F)(F)F	19	0	-4	2.0	-4	-2	-2	4	12	-4	-4
O=C1OC(Nc2ccc(F)c([N+](=O)[O-])c2)c2ccccc21 (stereo unspecified)	5	5	-8	0.0	11	9	6	2	11	5	-10
O=C(NCc1ccccn1)c1cccc(NS(=O)(=O)c2cccc(F)c2)c1	21	-2	12	-0.5	15	14	0	-2	26	9	-12
CCOc1cc(CN2CCN(CCc3ccccc3)C(CCO)C2)ccc1OC (stereo unspecified)	-1	-19	7	-0.8	12	-3	1	-1	4	12	28
Cc1cccc(C2=N/C(=C\c3cccnc3)C(=O)O2)c1	-5	19	-2	6.9	15	-4	-1	-2	17	13	4
CCOc1ccc(S(=O)(=O)NCCC(=O)N2CC(C)CC(C)C2)cc1 (stereo unspecified)	17	19	8	-0.5	1	-2	-6	-2	1	-6	13
CCOC(=O)c1ccc(COc2nc3ccccc3nc2-c2ccccc2NC(C)=O)o1	2	12	2	-1.5	23	-4	5	-1	11	3	-14
COc1cc(C(=O)Nn2c(C)nc3ccccc3c2=O)cc(OC)c1OC	-14	10	6	-0.8	-16	5	4	-4	0	-2	28
O=C(CS(=O)CC(=O)N(c1cccc(F)c1)C(C(=O)NC1CCCCC1)c1ccco1)Nc1ccc(F)cc1 (stereo unspecified)	-7	-16	15	-2.0	18	-10	2	1	18	15	-28
CCC(C)(C)n1nnnc1C(C(C)C)N(Cc1ccco1)Cc1cc2cc3c(cc2[nH]c1=O)OCO3 (stereo unspecified)	12	-6	10	2.8	15	11	-1	5	5	2	5
O=C(COn1nnc2ccc(Cl)cc21)NC1CCS(=O)(=O)C1 (stereo unspecified)	-2	3	-2	0.2	14	-10	5	/	-3	-2	6
COc1ncnc2c1oc1nc(CC(C)C)c3c(c12)CCCC3	16	12	17	3.8	14	-6	5	/	9	-20	-19
CCCc1[nH]nc2c1C(c1ccc(O)c(OC)c1)C(C#N)=C(N)O2 (stereo unspecified)	-17	5	-5	-1.3	-5	1	-11	-2	8	3	13
O=C(Cn1nnc2c(cnn2-c2ccccc2)c1=O)NCc1cccs1	10	1	-12	-0.5	-147	-11	-10	4	-75	-19	-27
O=C(/C=C\Nc1ccc(S(=O)(=O)Nc2ncccn2)cc1)c1cccc2ccccc12	0	-34	17	-0.1	13	-5	4	5	10	13	-2
C=CCn1c(CNC(=O)c2cccs2)nnc1SCC(=O)c1ccc(Br)cc1	16	9	14	-1.5	5	-2	-3	-1	20	11	6
CCCn1c(CCNC(=O)c2cccs2)nc2ccccc21	-2	10	2	-1.2	-5	18	-9	-1	-8	/	-39
Cc1ccc(NC(=O)c2cc(S(=O)(=O)NCCC3=CCCCC3)ccc2F)cc1F	21	0	92*	1.0	-3	-4	7	2	24	15	23
Cc1occc1-c1nnc(SCC(=O)Nc2nc(-c3ccccc3)cs2)o1	-19	-1	1	-2.2	-64	-20	7	-1	-52	-8	-39
COc1cccc(C(=O)Nc2ccccc2N2CCN(C(=O)c3ccccc3)CC2)c1	-8	-16	12	-0.2	-13	6	-4	/	3	-4	-23
Cc1cc(C(=O)CSc2ncccn2)c(C)n1Cc1ccco1	11	20	-54	-0.5	-164	1	-21	8	-248	-31	-162
Cc1ccc(S(=O)(=O)N2CCOCC2)cc1NC(=O)C(c1ccc(Cl)cc1)C(C)C (stereo unspecified)	-6	11	-5	0.5	16	-11	-2	2	22	-16	1
COC(=O)CCC/C=C1/SCC(NC(=O)c2ccccc2)C1NC(C)=O (stereo unspecified)	3	-8	-7	-1.8	5	4	-8	0	13	/	-20
Cc1ccc(C(=O)Nc2ccc(S(=O)(=O)N3CCOCC3)cc2)cc1C	3	4	9	0.1	15	-2	5	3	25	-1	13
O=C(CNc1ccc2c(c1)OCO2)N/N=C\c1ccccc1Cl	0	-26	-8	-2.2	-65	15	0	-3	-61	-1	-4
COCC(COCCCNC(=O)Nc1ccc(Br)cc1)OC (stereo unspecified)	2	10	-11	1.8	-13	4	4	3	-18	-8	-22
Cc1cccc(C(=O)NNC(=O)c2ccc(-c3ccccc3)cc2)c1	-5	4	10	-0.7	-14	1	-1	-4	4	-11	-18
O=C(Cc1ccc(NC(=O)C2CCCN(C(=O)C3CCCC3)C2)cc1)Nc1ccc(C(=O)N2CCOCC2)cc1 (stereo unspecified)	-7	-25	0	1.2	-2	1	1	/	-15	-7	-33
Cc1cc(C)c(C)c(S(=O)(=O)NCc2ccc(C(=O)N3CCOCC3)cc2)c1C	-15	-43	-6	-0.2	28	-10	-1	2	20	1	4
CCOc1ccc2nc(N(CCN(CC)CC)C(=O)c3ccc([N+](=O)[O-])cc3)sc2c1	5	4	3	1.1	-4	-8	2	1	6	11	-5
c1ccc2c(c1)nc(NC1CCCCC1)c1nncn12	-16	11	14	0.5	15	-11	-3	1	21	-4	12
CN(C)S(=O)(=O)N(CC(=O)NCc1ccccc1)c1ccccc1	-8	-13	1	-0.3	-2	-8	-19	3	16	-1	6
Cc1cc(C)n(CCNC(=O)[C@H]2O[C@@H](n3ccc(=O)[nH]c3=O)[C@H](O)[C@@H]2O)n1	-6	-23	7	0.1	6	-8	/	/	12	/	16
Cc1cccc(NNC(N)=S)c1	-2	3	-7	0.0	9	1	-5	-1	3	12	1
Nc1nc(SCC(=O)Nc2ccccc2)nc2nc3c(cc12)CCCC3	28	15	-47	0.2	-131	-7	-3	-1	-212	-11	9
C=CCC1CCCCC12NC(=O)NC2=O (stereo unspecified)	2	-9	-14	-0.9	5	10	-12	2	3	4	-17
CC(Cc1ccccc1)NC(=S)CN1CCCC1=S (stereo unspecified)	15	11	-2	-0.6	6	-4	4	3	7	-5	-1
Cc1ccc(N=Nc2c(N)n[nH]c2N)cc1	-9	10	-36	0.4	-232	2	-7	-4	-130	-41	-100
O=C(Nn1c(-c2ccc(F)cc2)nc2ccccc2c1=O)C1CCCCC1	-11	3	-3	2.2	-4	-4	-6	3	-6	1	6
COc1ccc(N2C(=O)C3CCCCC3C2=O)cc1NC(=O)c1ccccc1 (stereo unspecified)	2	15	-18	-1.4	15	5	-5	-3	3	4	16
COc1cc(-c2nnc3sc(-c4ccco4)nn23)cc(OC)c1OC	11	-36	15	1.1	5	-2	10	3	12	-16	-13
CC(C)P(=O)(Cc1cccc(C#N)c1)C(C)C	9	23	6	-3.2	16	-7	-3	-2	13	8	-2
CC(C)N1CN=C(Nc2nc3ccccc3o2)NC1	-16	-1	-69	0.6	-153	3	-14	2	-87	-28	-77
O=C(CSc1nc2c(sc3ccccc32)c(=O)n1CCCN1CCCC1)NCc1ccco1	3	-7	-10	-0.5	5	5	0	3	-11	-14	2
Cc1ccc(S(=O)(=O)NCCC(=O)NC2CCC(C)CC2)cc1 (stereo unspecified)	-18	13	-7	-1.8	11	0	-4	8	2	0	15
CSc1ccc(OC2(C)CCN(Cc3ccccc3)C2)cc1 (stereo unspecified)	4	2	14	3.2	1	-7	/	/	-11	/	15
Cc1cnc(NC(=O)Nc2ccccc2)c(C)n1	-9	-14	-16	0.0	-16	1	-5	-2	-15	-2	-10
O=C(COC(=O)C1CC1)Nc1nc(-c2ccc(F)c(F)c2)cs1	5	6	-16	0.6	-125	-12	-1	-2	-113	-47	-46

Shown with two lines to a compound: entries from further up
Fields: TRAIL sens C8 | CF NFkB block | Shn3 inh set2 | iPSC survival up | HIF-2a block | KKLEB tox | LMP1 NFkB inh | NR2E3 ag-1 | Peg3 prom inh | MITF TRPM1 inh | NR2E3 ag-2
- Cc1cnc(NC(=O)Nc2ccccc2)c(C)n1
  -9 | -14 | -16 | 0.0 | -16 | 1 | -5 | -2 | -15 | -2 | -10
- CSc1ccc(OC2(C)CCN(Cc3ccccc3)C2)cc1 (stereo unspecified)
  4 | 2 | 14 | 3.2 | 1 | -7 | / | / | -11 | / | 15

Screening results (PubChem BioAssay)
